Source: PubChem (Broad Institute)
PGC1a acetyl inh: modulators of PGC1a acetylation | inhibition, % at 15.6 µM | AID 651687 | hit rate 0.17% among 350,000 | U2OS PGC1a acetylation, AlphaScreen anti-acetyl-lysine; with virally co-expressed GCN5 acetyltransferase;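 active means every replicate shows inhibition of at least 40%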;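 further: 0% = neutral control wells and 100% = positive control wells; some results beyond the cut were filed as inactive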
RAD52 inh: inhibitors of human RAD52 DNA annealing; P43351; recombinant RAD52 DNA annealing, FRET fluorescence; inhibition, % at 18.7 µM; hit rate 0.46% among 360,000;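 active means every replicate showing at least 50% inhibition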
Target sequence (P43351 whole entry, looked up): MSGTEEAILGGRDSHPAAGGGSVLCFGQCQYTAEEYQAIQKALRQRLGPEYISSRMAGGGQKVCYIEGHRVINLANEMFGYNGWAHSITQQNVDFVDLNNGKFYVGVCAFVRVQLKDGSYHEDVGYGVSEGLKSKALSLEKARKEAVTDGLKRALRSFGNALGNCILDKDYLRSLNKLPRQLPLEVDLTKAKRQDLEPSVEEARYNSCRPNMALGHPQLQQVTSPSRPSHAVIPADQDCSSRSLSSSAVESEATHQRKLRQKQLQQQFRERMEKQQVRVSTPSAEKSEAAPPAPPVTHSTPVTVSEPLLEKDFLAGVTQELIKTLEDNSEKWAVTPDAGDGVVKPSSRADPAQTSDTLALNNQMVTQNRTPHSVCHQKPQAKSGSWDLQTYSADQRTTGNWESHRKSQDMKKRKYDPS
ERAP1 HTS inh: inhibitors of human ERAP1 aminopeptidase | Q9NZ08 | recombinant ERAP1, Leu-AMC fluorescence, 60 min | inhibition, % at 10.7 µM | hit rate 0.15% among 340,000 | AID 652197;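 active means mean replicate inhibition of at least 30%, or all replicates individually reaching that 30% level; inactive means mean below 30% and not every replicate reaching it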;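 further: 0% = neutral control wells and 100% = L-leucinethiol positive control wells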
Active calls of the source: *.

PGC1a acetyl inh,RAD52 inh,ERAP1 HTS inh,molecule
-1,-14,1,O=C(CCNC(=O)c1ccco1)Nc1ccc(Cl)cc1
-7,-12,-1,CN(C)S(=O)(=O)c1cccc(NC(=S)NCCCn2ccnc2)c1
-4,-28,-1,CCOC(=O)C1=C(N)N(c2cc(S(=O)(=O)N3CCOCC3)ccc2Cl)C(=O)C1
-1,-3,0,FC(F)(F)c1nnc(N2CCN(c3ccc(Cl)cc3)CC2)s1
-13,-18,-1,O=C(NCc1ccc(Cl)s1)c1cc(COc2c(F)cccc2F)on1
-1,-13,1,COC(=O)c1scc(C)c1NC(=O)C(Cl)c1ccccc1 (stereo not drawn)
-3,-11,1,COc1ccc(OC)c(Cc2nnc(CCC(=O)NCc3ccsc3)o2)c1
-2,-3,5,O=c1[nH]c(/C=C/c2cccnc2)c([N+](=O)[O-])c(=O)[nH]1
7,-2,6,O=C(COC(=O)/C=C/c1ccco1)NCc1ccccc1
-2,-21,5,N#CCSc1nnc(-c2ccc3c(c2)OCO3)o1
13,-6,1,O=C(O)CSc1nnc(COc2cccc3cccnc23)n1-c1ccc(Cl)cc1
-1,-11,-11,CN(C)C(=O)c1c2c(nc3ccccc13)CCCC2
-15,-5,-1,O=S(=O)(CCSc1ccc(C(F)(F)F)cn1)c1ccc(Cl)cc1
0,-10,0,CCC/C(O)=C1\C(=O)CC(C)(C)CC1=Nc1ccccc1O
-6,-2,12,CC(=O)c1ccc(N2CCN(S(=O)(=O)c3ccccc3)CC2)c(F)c1
4,-3,4,Cc1ncsc1C(=O)O
3,-16,-4,Nc1nc(CN2CCN(C(=O)c3ccco3)CC2)nc(Nc2cccc(Cl)c2)n1
17,-13,2,CC(=O)Nc1cc(C(=O)N2CCc3ccccc3C2)ccc1Sc1ccc(Cl)cc1
2,2,0,CCOC(=O)C1=C(CN2CCN(C(=O)OCC)CC2)NC(=O)NC1c1ccc2c(c1)OCO2 (stereo not drawn)
-1,-4,0,Cc1cc(C)c(S(=O)(=O)N2CCCCCC2)cc1Br
2,-14,-11,C/C(=C/C(=O)Nc1cccc(F)c1)N1CCCC1
-11,-8,-4,CCOc1ccc(CNC(=O)c2ccc(Sc3ccc(Cl)cc3)c(NC(C)=O)c2)cc1OC
5,-8,5,CNC(=O)c1cc2c(s1)-c1ccccc1CC2
-2,-38,0,CCCCCCn1nc(C(=O)OCC(=O)NC2CCS(=O)(=O)C2)c2ccccc2c1=O (stereo not drawn)
6,-25,-8,CCOC(=O)c1cc(C(=O)c2cc(Cl)ccc2O)coc1=N
-5,-8,5,COc1cc(OC)c(OC)cc1CN1CCN(S(=O)(=O)c2ccc(NC(C)=O)cc2)CC1
-7,-19,1,CNC(=S)N/N=C/c1ccc(-c2cc([N+](=O)[O-])ccc2Cl)o1
-4,-9,-4,CC(=O)c1c(C)oc2c1cc(O)c1ccccc12
11,5,-1,Cc1ccc(OCC(=O)Nc2ccc(F)cc2)c([N+](=O)[O-])n1
7,-16,0,CCCC(C)C(=O)Nc1cc([N+](=O)[O-])ccc1Cl (stereo not drawn)
2,-14,-98,Cc1nnc(Nc2ccc(C(=O)O)cc2)[nH]c1=O
1,-19,1,Cc1c(NC(=O)Cn2cc([N+](=O)[O-])cn2)c(=O)n(-c2ccccc2)n1C
-2,-1,2,CSc1nc(S(=O)(=O)c2ccc(C)cc2)c(Cl)s1
-1,-13,2,CC1=NN(C(=O)c2ccc(Cn3cc(Br)c([N+](=O)[O-])n3)o2)C(O)(C(F)(F)F)C1 (stereo not drawn)
11,-25,2,CC(C)COc1ccc(C(=O)Nc2sc3c(c2C(=O)O)CC(C)(C)OC3)cc1
-27,8,-2,CCOc1cc(CNCC(C)C)cc(Cl)c1OCc1ccccc1
5,-11,-1,O=C(CSC1CC(=O)N(c2ccc(C(=O)O)cc2)C1=O)Nc1ccc2ccccc2c1 (stereo not drawn)
-4,-14,0,CC(=O)Nc1ccccc1N(CC(O)Cn1c2ccccc2c2ccccc21)S(=O)(=O)c1ccc(C)cc1 (stereo not drawn)
-7,-11,-1,CCOC(=O)CCCNC(=O)CCNC(=O)c1ccc(OCC(C)C)cc1
-7,-24,2,CCN1c2ccc(S(=O)(=O)N3CCOCC3)cc2N(Cc2ccc(OC)cc2)C1C (stereo not drawn)
9,-6,-1,C[C@@H]1CN([C@@H](C)CO)C(=O)c2cc(NC(=O)Cc3ccccc3)ccc2O[C@@H](C)CCCCO[C@@H]1CN(C)C(=O)c1ccncc1
2,-12,2,CCCS(=O)(=O)c1ccc(COC(=O)c2cccc(NC(=O)C(C)C)c2)cc1
-6,-37,1,CC(=O)C1=C(O)C(=O)N(CCc2c[nH]c3ccccc23)C1c1ccc(C)cc1 (stereo not drawn)
-1,-11,6,Cc1cc(C)cc(OCCNS(=O)(=O)c2cccs2)c1
2,-7,-3,CCOC(=O)c1sc(=NC(=O)c2ccc(C)cc2)n(C)c1C
8,-27,1,CCN1CCc2c(OCC(=O)N3CCCc4ccccc43)cccc2C1=O
8,-32,0,COc1ccc(-c2nc(CN3CCC(c4ccccc4)CC3)c(C)o2)cc1OC
-3,-10,-3,COc1ccc(N(C)C(=O)c2ccc3c(c2)nnn3C)cc1
4,-23,-2,NC(=O)CSc1nc(C23CC4CC(CC(C4)C2)C3)nc2ccccc12
3,3,0,CCCCc1nnc(NC(=O)CSc2nc(O)c(Cc3ccccc3)c(=O)[nH]2)s1
-1,-6,2,CC1(C)CC(=O)C(N=Nc2cc(C(F)(F)F)ccc2Cl)=C(O)C1
-1,-11,6,O=C(NC(=S)Nc1ccc(CN2CCOCC2)cc1)c1cc2ccccc2o1
-3,-18,-3,O=C(O)CCCC(=O)N1CCc2cc(S(=O)(=O)NCc3ccc(F)cc3)ccc21
-1,10,2,CN1CCN(C(=O)CSc2ccc(Cl)cc2)CC1
4,-32,2,CN(C(=O)c1ccccc1OC1CCN(S(C)(=O)=O)CC1)C1CCOC1 (stereo not drawn)
0,-1,-3,O=C(c1ccccc1)c1ccc(OCCOCCN2CCN(Cc3ccccc3)CC2)cc1
3,-14,-8,Cc1nn2c3ccccc3n(CC(=O)c3cccs3)c2nc1=O
-7,-7,3,c1ccc(Cn2cc(CN3CCCCO3)c(-c3ccc4c(c3)OCO4)n2)cc1
11,-2,-3,Cc1ccc(NC(=O)Nc2ccc([N+](=O)[O-])cc2)nc1
2,-2,0,COCCC(=O)N1CCCC(CNS(=O)(=O)c2ccc(OC)cc2)C1 (stereo not drawn)

Next structures:
PGC1a acetyl inh,RAD52 inh,ERAP1 HTS inh,molecule
-7,-6,-2,CC(C)c1ccc(NC(=S)NNC(=O)c2cccs2)cc1
-8,-10,-1,CSc1cccc(CN2CCC(CO)(Cc3ccccc3)CC2)c1
-2,-11,0,Cc1noc(-c2ccccc2)c1NC(=O)Nc1ccccc1
13,-12,-3,Cc1ccnc(SCc2cn3c(C)cc(C)nc3n2)n1
4,-7,-1,COc1ccc(NC(=O)CCC(=O)N/N=C/c2ccncc2)cc1
-3,-15,2,Cc1ccc(NCc2n[nH]c(=S)n2-c2ccccc2)c(C)c1
-6,-8,10,Fc1ccc(-c2nnsc2Sc2ccccn2)cc1
0,-10,5,O=C1CC(N2CCN(c3ccc(O)cc3)CC2)C(=O)N1c1ccc2c(c1)OCO2 (stereo not drawn)
12,-115,-1,CN(C)/C=C/C(=O)c1ccc(-c2ccc(Cl)cc2Cl)o1
2,-37,4,O=C(CC1NCCc2ccccc21)Nc1ccccc1 (stereo not drawn)
-3,-8,2,Cn1nccc1NC(=O)Nc1cccc(Cl)c1Cl
-17,-19,0,Cc1ccc(COc2ccc(C(=O)NN)cc2)cc1
5,-17,3,O=C1N=c2ccccc2=C1c1sc(Nc2ccc(O)cc2)nc1O
4,-5,-2,O=C1NCC(COCc2ccco2)O1 (stereo not drawn)
-2,-7,2,Nc1cc(=O)[nH]c(SCC(=O)N2CCCCC2)n1
9,-2,3,CCc1cccc(Nc2cnn(C34C[C@@H]5C[C@@H](CC(CC(=O)O)(C5)C3)C4)c(=O)c2Cl)c1
-2,-1,-1,C/C(=N\NC(=O)CC#N)C1COc2ccccc2O1 (stereo not drawn)
10,-11,-1,CCOC(=O)Cc1csc(NC(=O)CN2C(=O)c3ccccc3C2=O)n1
-3,-5,4,O=C(Nc1ccc(F)cc1F)C1(c2cccs2)CCOCC1
-36,-5,-1,O=C(N/C(=C/c1ccc(Br)cc1)C(=O)N1CCCC1=O)c1ccco1
-6,-8,5,Cc1ccc(C)n1-c1c(C(=O)NN)cnn1-c1ccccc1
3,-5,-2,CCCCOc1ccc(C(=O)N/C(=C/C=C/c2ccccc2)C(=O)O)cc1
-6,-6,-5,CC(C)NCC(O)(c1ccc(Cl)cc1)c1ccc(Cl)cc1
-3,-16,0,COC(=O)Cn1nnc2c(cnn2-c2ccccc2)c1=O

Some of the entries above in another layout:
SMILES	PGC1a acetyl inh	RAD52 inh	ERAP1 HTS inh
O=C(O)CSc1nnc(COc2cccc3cccnc23)n1-c1ccc(Cl)cc1	13	-6	1
CN(C)C(=O)c1c2c(nc3ccccc13)CCCC2	-1	-11	-11
O=S(=O)(CCSc1ccc(C(F)(F)F)cn1)c1ccc(Cl)cc1	-15	-5	-1
CCC/C(O)=C1\C(=O)CC(C)(C)CC1=Nc1ccccc1O	0	-10	0
CC(=O)c1ccc(N2CCN(S(=O)(=O)c3ccccc3)CC2)c(F)c1	-6	-2	12
Cc1ncsc1C(=O)O	4	-3	4

Next part:
PGC1a acetyl inh,RAD52 inh,ERAP1 HTS inh,molecule
-13,-2,0,COC(=O)c1ccc(Nc2cc(C)nc3ccc(C)cc23)cc1
0,-28,3,COc1ccc(CN2CCN(C(=O)C3CCN(S(=O)(=O)c4cccs4)CC3)CC2)c(OC)c1OC
0,3,-1,O=c1[nH]c(=S)[nH]c2c1C(c1cc([N+](=O)[O-])c(N3CCOCC3)cc1N1CCOCC1)O2 (stereo not drawn)
-4,3,2,O=C(COC(=O)c1cnc(Cl)c(Cl)c1)NCc1cccs1
-6,-5,-2,Cc1ccc(N2C(=O)N(CC(=O)NC(N)=O)C(=O)C2C)cc1 (stereo not drawn)
8,-28,-5,N#CC(C#N)=C(N)CSc1cccc[n+]1[O-]
3,-27,1,Cc1cccc(NC(=O)C2CCCN(S(=O)(=O)c3cccc4nonc34)C2)c1 (stereo not drawn)
-5,-6,9,O=C(c1cc(F)ccc1F)C1CCCN(C(=O)CCc2cnccn2)C1 (stereo not drawn)
4,-3,8,O=C(Nn1cnc2ccccc2c1=O)c1ccc([N+](=O)[O-])cc1
9,-1,0,Cc1ccc(Nc2c(-c3ccccc3O)nc3ncccn23)cc1
-4,-23,6,Cn1ccnc1C(=O)c1cc(SCC(=O)NCc2ccccc2)nc2ccccc12
-19,-14,-1,COc1ccc(OC)c(CNc2ccc([N+](=O)[O-])cc2C)c1

Complete entries as entered above:
Profile of COc1ccc(CN2CCN(C(=O)C3CCN(S(=O)(=O)c4cccs4)CC3)CC2)c(OC)c1OC : PGC1a acetyl inh = 0; RAD52 inh = -28; ERAP1 HTS inh = 3
Profile of Cc1ccc(Nc2c(-c3ccccc3O)nc3ncccn23)cc1 : PGC1a acetyl inh = 9; RAD52 inh = -1; ERAP1 HTS inh = 0
Profile of Cc1cccc(NC(=O)C2CCCN(S(=O)(=O)c3cccc4nonc34)C2)c1 (stereo not drawn) : PGC1a acetyl inh = 3; RAD52 inh = -27; ERAP1 HTS inh = 1

The results go on.
PGC1a acetyl inh,RAD52 inh,ERAP1 HTS inh,molecule
-5,-10,-2,Cc1cccc(OCC(=O)Nc2ccc(S(=O)(=O)Nc3ccccn3)cc2)c1
-9,12,-11,COc1ccnc(Oc2ccccc2)c1C(=O)N/C=N/OCc1ccccc1F
30,4,0,CC(=O)N(C(C)=O)c1ncnc2c1c(-c1ccc(Cl)cc1)nn2C(C)(C)C
5,-18,-2,COc1cccc(N2C(=O)CC(N3CCc4ccccc4C3)C2=O)c1 (stereo not drawn)
5,-17,0,CC(=O)C1=C(c2ccccc2)NC(=O)NC1c1ccc(O)c(O)c1 (stereo not drawn)
2,-23,-2,COc1cc(/C=N/NC(=O)CCC(=O)NC2CCCCC2)ccc1C
4,-6,-1,COc1ccccc1-c1cc(C(F)(F)F)c(C#N)c(=O)[nH]1
15,-43,2,CC(C)(C)S(=O)N1Cc2cc(C(=O)NCc3ccc4c(c3)OCO4)nc(-c3cccc(C#CCC4CCCC4)c3)c2[C@@H]1CCO (stereo partly drawn)
-2,-19,-2,O=C(CNc1ccc(F)cc1)c1ccccc1
7,-6,0,CC(O)c1c(-c2ccccc2)nn(C)c1Cl (stereo not drawn)
4,-1,-3,O=C(O)c1ccc(-c2nc(-c3cccc(C(F)(F)F)c3)cs2)cc1
-1,-16,5,COc1ccc(NC(=O)COC(=O)Cc2c(F)cccc2Cl)cc1OC
-16,9,0,Cc1onc(-c2c(Cl)cccc2Cl)c1C(=O)N1CCN(c2ncccn2)CC1
7,-7,9,CCc1[nH]c(=O)[nH]c1C(C)S(=O)(=O)c1ccc(C)cc1 (stereo not drawn)
-6,-5,-5,Cc1cc(-c2onc(C)c2C(=O)Oc2ccc(Cl)cc2)no1
-2,-25,0,COc1ccc(C(C)=O)cc1COC(=O)C(CO)NS(=O)(=O)c1ccc(Br)cc1 (stereo not drawn)
4,-9,1,CCCCCCCCCCCC(=O)NC1CCS(=O)(=O)C1 (stereo not drawn)
-6,-9,1,Cn1ccc(=NC=C(C#N)C#N)c2ccccc21
-15,-11,-1,Cc1noc(C)c1COc1cccc(C(=O)Nc2ccccc2N2CCOCC2)c1

These rows are one share of the data. The share of hits here may be higher or lower than overall.
